Source: PubChem BioAssay (several laboratories)
V-ATPase pHluor: regulators of yeast V-ATPase proton pumping, primary screen, pHLuorin cytosolic pH fluorescence. S. cerevisiae. response, % at 10 µM. hit rate 0.37% among 350,000; in the data active = response mostly above about 7.3%, no sharp cut-off; inactive = mostly below about 5.4%; also: actives read high; inactives centre near 0; some compounds called inactive have numbers as strong as hits; reference of the scale not given here
Arrestin-AP2 inh: inhibitors of beta-arrestin/AP2 binding, primary screen, biochemical, GPCR trafficking, flow cytometry; FITC-arrestin peptide / GST-AP2 beads; AP2 beta2 appendage carries R879A mutation; inhibition, % at 10 µM; hit rate 0.31% among 340,000; AID 504490, 2011;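 active = inhibition above a set limit, near 3 SD of compounds lacking own fluorescence, cut at about 54% in these data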;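 also: plate controls were DMSO wells for no effect and 5 µM unlabelled arrestin peptide for full effect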
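System: GST-AP2 R879A glutathione beads; medium: PBS, Tween 20 0.05%, BSA 0.1%; reagent: fluorescein-tagged arrestin peptide at 50 nM final; schedule: pre-incubation 12 min, peptide binding 1 h, room temperature; detection: flow cytometry, FL1 (488/535 nm); read-out: inhibition as reduced fluorescein signal on beads, percent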
Pemphigus Ab inh: inhibitors of pemphigus antibody binding to DSG3, primary screen, biochemical, bead-based, flow cytometry, scFv-GFP. hit rate 0.48% among 310,000. DSG3-coupled beads, scFv-anti-DSG3-GFP binding; active compounds read low. binding (percent of control), % at 10 µM. AID 588358, 2011;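 active = binding more than 3 SD below its plate's average and above zero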;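 also: hits lower antibody fragment binding to DSG3; some compounds called inactive have numbers as strong as hits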
DAGLB inh: DAGLB lipase inhibitors, primary screen, biochemical, fluorescence, HTS. HEK293T DAGLB membrane lysate, EnzChek fluorogenic substrate. inhibition, % at 5.17 µM. hit rate 0.059% among 340,000; in the data active = inhibition above about 34%;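 also: 0% = enzyme with vehicle and 100% = wells lacking enzyme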
Target sequence (Q8NCG7 whole entry, looked up): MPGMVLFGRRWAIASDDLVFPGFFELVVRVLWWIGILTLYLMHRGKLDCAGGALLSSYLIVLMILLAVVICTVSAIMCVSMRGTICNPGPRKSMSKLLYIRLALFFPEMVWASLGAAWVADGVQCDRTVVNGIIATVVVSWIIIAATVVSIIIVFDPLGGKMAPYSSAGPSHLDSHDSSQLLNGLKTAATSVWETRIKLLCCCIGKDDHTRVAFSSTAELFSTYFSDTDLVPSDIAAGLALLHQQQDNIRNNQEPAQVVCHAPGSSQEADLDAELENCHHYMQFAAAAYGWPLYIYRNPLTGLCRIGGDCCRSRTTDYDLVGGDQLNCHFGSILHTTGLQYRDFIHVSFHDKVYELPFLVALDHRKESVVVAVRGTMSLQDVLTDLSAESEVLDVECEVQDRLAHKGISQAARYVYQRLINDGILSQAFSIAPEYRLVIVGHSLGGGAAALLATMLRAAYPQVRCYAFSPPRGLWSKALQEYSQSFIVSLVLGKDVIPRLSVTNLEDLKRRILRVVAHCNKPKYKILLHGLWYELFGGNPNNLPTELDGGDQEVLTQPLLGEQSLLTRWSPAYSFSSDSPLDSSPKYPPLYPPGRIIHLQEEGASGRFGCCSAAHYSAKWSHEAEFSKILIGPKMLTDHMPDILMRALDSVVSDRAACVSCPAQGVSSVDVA
MOR-DOR inv ag: inverse agonists of MOR-DOR heterodimerization, primary screen, cell-based, luminescence; hit rate 0.21% among 340,000; cell-based MOR-DOR heterodimer luminescence, inverse agonism; inhibition, % at 9.3 µM; Mu-type opioid receptor (Homo sapiens) + Delta-type opioid receptor (Homo sapiens), …; in the data active = inhibition above about 22%, passing the limit was not always enough;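 also: 0% = cells with DMSO and 100% = wells without cells with DMSO; values of inactives mirror those of a sister screen read the other way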
PKA-R2B activ: activators of PKA-R2B holoenzyme, primary screen, biochemical, fluorescence polarization, Cy5-IP20, human | PKA-R2B holoenzyme dissociation; R2B truncated from residue 108, S112A mutant; 0% DMSO only, 100% 113 µM cGMP | activation, % at 11.4 µM | hit rate 0.079% among 340,000;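 active = activation above a cutoff set at the mean over all compounds plus 3 SD, cut at about 18% in these data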;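 also: higher means more holoenzyme dissociation and a rise in polarization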
Target sequence (P31323 whole entry, looked up, other chains not shown, the tested form may be a part): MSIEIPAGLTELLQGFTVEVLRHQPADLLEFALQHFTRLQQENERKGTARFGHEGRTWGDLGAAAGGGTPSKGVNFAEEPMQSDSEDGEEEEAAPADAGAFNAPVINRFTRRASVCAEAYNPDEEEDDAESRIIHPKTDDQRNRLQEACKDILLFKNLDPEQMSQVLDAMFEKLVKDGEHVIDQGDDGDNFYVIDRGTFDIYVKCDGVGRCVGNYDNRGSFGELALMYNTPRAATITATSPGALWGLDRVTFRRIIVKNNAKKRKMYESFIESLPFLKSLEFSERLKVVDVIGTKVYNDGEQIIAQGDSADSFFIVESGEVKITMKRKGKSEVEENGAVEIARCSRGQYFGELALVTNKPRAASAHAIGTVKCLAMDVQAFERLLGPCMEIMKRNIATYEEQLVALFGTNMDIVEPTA
HTR5A inv ctr: HTR5A inverse agonists in luminescence cell assay, primary screen, counter-screen for OPRM1-OPRD1 heterodimer inverse agonist project, full-deck HTS; 5-hydroxytryptamine receptor 5A (Homo sapiens), P47898; HTR5A cell line, inverse agonism; inhibition, % at 9.3 µM; hit rate 0.083% among 340,000; AID 504634, 2011; in the data active = inhibition mostly above about 23%, no sharp cut-off; inactive = mostly below about 18%;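 also: 0% = cells with DMSO and 100% = no-cell wells with DMSO; some compounds called inactive have numbers as strong as hits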
PKA-R1A act: activators of PKA-R1A holoenzyme, primary screen, biochemical, fluorescence polarization, Cy5-IP20, bovine R1A, mouse PKAc; cAMP-dependent protein kinase type I-alpha regulatory subunit (Bos taurus) + …; PKA-R1A dissociation; scaled: DMSO 0%, 113 µM cGMP 100%; activation, % at 11.4 µM; hit rate 0.083% among 340,000; AID 504707, 2011;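 active = percent activation above the mean of all tested compounds plus 3 SD, cut at about 19% in these data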;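 also: higher means more PKAc released from R1A so a rise in polarization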
HTR5A ag ctr: HTR5A agonists in luminescence cell assay, primary screen, counter-screen for OPRM1-OPRD1 heterodimer agonist project, full-deck HTS; activation, % at 9.3 µM; cell-based; AID 504692, 2011; hit rate 0.61% among 340,000; in the data active = activation mostly above about 9.5%, no sharp cut-off; inactive = mostly below about 7.6%;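 also: 0% = cells with vehicle only and 100% = reference agonist; strong numbers were not always called active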
MOR-DOR ag: agonists of OPRM1-OPRD1 heterodimerization, primary screen, cell-based, luminescence; activation, % at 9.3 µM; AID 504326, 2011; cells; hit rate 0.3% among 340,000; Mu-type opioid receptor (Homo sapiens) + Delta-type opioid receptor (Homo sapiens), …; in the data active = activation above about 18%;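 also: 0% = vehicle-treated cells and 100% = reference agonist; values of inactives mirror those of a sister screen read the other way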
An asterisk follows results filed as active.

For COCCN(Cc1nc2ccccc2c(=O)[nH]1)C(=O)COc1cccc(C(C)=O)c1 the results were V-ATPase pHluor -4, Arrestin-AP2 inh -4, Pemphigus Ab inh 100, DAGLB inh 0, MOR-DOR inv ag 22, PKA-R2B activ -10, HTR5A inv ctr 21, PKA-R1A act 10, HTR5A ag ctr 4 and MOR-DOR ag -5.6.
CN(C)c1cccc2c(S(=O)(=O)Nc3ccccn3)cccc12 was read as V-ATPase pHluor 0, Arrestin-AP2 inh 3, Pemphigus Ab inh 102, DAGLB inh -3, MOR-DOR inv ag -26, PKA-R2B activ -2, HTR5A inv ctr 10, PKA-R1A act 14, HTR5A ag ctr 6 and MOR-DOR ag 4.5.
C=CCCN(C1CCCC1)S(=O)(=O)c1ccccc1Br was read as V-ATPase pHluor -1, Arrestin-AP2 inh 5, Pemphigus Ab inh 106, DAGLB inh -11, MOR-DOR inv ag -25, PKA-R2B activ 2, HTR5A inv ctr 2, PKA-R1A act -3, HTR5A ag ctr 4 and MOR-DOR ag 4.7.
`O=C(Nc1ccc(SC(F)F)cc1)c1ccc2c(=O)n3c(nc2c1)CCC3` gave V-ATPase pHluor 5, Arrestin-AP2 inh -4, Pemphigus Ab inh 89, DAGLB inh 2, MOR-DOR inv ag -55, PKA-R2B activ -8, HTR5A inv ctr -20, PKA-R1A act -10, HTR5A ag ctr 6 and MOR-DOR ag 10.
COc1cccc(C(C)NC(=O)C2CCCC2)c1 (configuration not stated) was read as V-ATPase pHluor -2, Arrestin-AP2 inh 4, Pemphigus Ab inh 98, DAGLB inh -2, MOR-DOR inv ag 1, PKA-R2B activ -2, HTR5A inv ctr -11, PKA-R1A act -1, HTR5A ag ctr 3 and MOR-DOR ag -0.3.
For CCc1nnc(NC(=O)CSc2nccn2-c2ccccc2)s1 the results were V-ATPase pHluor -2, Arrestin-AP2 inh -4, Pemphigus Ab inh 109, DAGLB inh 0, MOR-DOR inv ag 16, PKA-R2B activ -26, HTR5A inv ctr -5, PKA-R1A act -3, HTR5A ag ctr 4 and MOR-DOR ag -2.9.
Screening Cc1ccc(C2Oc3ccccc3C3=C2C(c2cccs2)n2ncnc2N3)cc1 (configuration not stated) returned V-ATPase pHluor -1, Arrestin-AP2 inh 14, DAGLB inh 1, MOR-DOR inv ag 0, PKA-R2B activ 10, HTR5A inv ctr 3, PKA-R1A act -2, HTR5A ag ctr 1 and MOR-DOR ag 0.1.
Cc1ccnc2nc(C(=O)OCCOc3ccc(Cl)cc3)nn12 was read as V-ATPase pHluor 0, Arrestin-AP2 inh 0, Pemphigus Ab inh 105, DAGLB inh -2, MOR-DOR inv ag 15, PKA-R2B activ -13, HTR5A inv ctr -3, PKA-R1A act -3, HTR5A ag ctr 6 and MOR-DOR ag -3.1.
Screening O=C(N/N=C/c1c(O)n(-c2ccccc2Cl)c(=O)c2ccccc12)c1cccnc1 returned V-ATPase pHluor -3, Arrestin-AP2 inh 6, Pemphigus Ab inh 110, DAGLB inh 0, MOR-DOR inv ag -15, PKA-R2B activ -4, HTR5A inv ctr -23, PKA-R1A act -7, HTR5A ag ctr 6 and MOR-DOR ag 2.9.
CC(C)c1ccc(NC(=S)NN2CCOCC2)cc1 was read as V-ATPase pHluor 0, Arrestin-AP2 inh 10, Pemphigus Ab inh 100, DAGLB inh 0, MOR-DOR inv ag 14, PKA-R2B activ 2, HTR5A inv ctr -2, PKA-R1A act 9, HTR5A ag ctr -5 and MOR-DOR ag -3.2.
Screening CCCc1ccc2oc(C(=O)N(C)CCn3ccnc3C)c(C)c2c1 returned V-ATPase pHluor 3, Arrestin-AP2 inh 5, Pemphigus Ab inh 110, DAGLB inh 0, MOR-DOR inv ag -2, PKA-R2B activ 0, HTR5A inv ctr 5, PKA-R1A act -8, HTR5A ag ctr 2 and MOR-DOR ag 0.3.
CNC(=S)N(CCc1ccccc1)Cc1cc2cc(OC)c(OC)cc2[nH]c1=O was read as V-ATPase pHluor -3, Arrestin-AP2 inh 12, Pemphigus Ab inh 106, DAGLB inh 0, MOR-DOR inv ag 2, PKA-R2B activ -4, HTR5A inv ctr 11, PKA-R1A act 0, HTR5A ag ctr -3 and MOR-DOR ag -0.4.
Screening Cc1ccc(C)c(NS(=O)(=O)c2cc(C(=O)N3CCCC3)ccc2Cl)c1 returned V-ATPase pHluor 3, Arrestin-AP2 inh -8, Pemphigus Ab inh 101, DAGLB inh -2, MOR-DOR inv ag 4, PKA-R2B activ -9, HTR5A inv ctr 12, PKA-R1A act 0, HTR5A ag ctr -5 and MOR-DOR ag -0.7.
Screening COc1ccc(Cl)cc1C(=O)NNC(=S)NC1CCCC1 returned V-ATPase pHluor -1, Arrestin-AP2 inh -19, Pemphigus Ab inh 97, DAGLB inh 1, MOR-DOR inv ag 6, PKA-R2B activ -3, HTR5A inv ctr 2, PKA-R1A act -5, HTR5A ag ctr -3 and MOR-DOR ag -1.2.
`CCN(CC)S(=O)(=O)c1ccc(S(=O)(=O)N2CCN(C(=O)c3ccco3)CC2)cc1` gave Arrestin-AP2 inh 16, Pemphigus Ab inh 103, DAGLB inh 0, MOR-DOR inv ag 6, PKA-R2B activ 0, HTR5A inv ctr 17, PKA-R1A act -7, HTR5A ag ctr 4 and MOR-DOR ag -1.2.
Screening CCCC1CCC(=NNC(=O)OC(C)(C)C)CC1 (configuration not stated) returned V-ATPase pHluor 0, Arrestin-AP2 inh 18, Pemphigus Ab inh 102, DAGLB inh 0, MOR-DOR inv ag 11, PKA-R2B activ 0, HTR5A inv ctr 3, PKA-R1A act 2, HTR5A ag ctr -1 and MOR-DOR ag -1.5.
Screening CCN(Cc1ccccc1)S(=O)(=O)c1ccc(C(=O)N(CCCN(C)C)c2nc3c(F)cccc3s2)cc1 returned V-ATPase pHluor 0, Arrestin-AP2 inh 21, Pemphigus Ab inh 111, DAGLB inh -2, MOR-DOR inv ag inactive, PKA-R2B activ -4, HTR5A inv ctr -6, PKA-R1A act -8, HTR5A ag ctr -1 and MOR-DOR ag 144*.
Cc1cc(NC(=O)C(C)SCC(=O)Nc2nc3c(F)cc(F)cc3s2)no1 (configuration not stated) was read as V-ATPase pHluor 1, Arrestin-AP2 inh -4, Pemphigus Ab inh 100, DAGLB inh -1, MOR-DOR inv ag 15, PKA-R2B activ 1, HTR5A inv ctr -24, PKA-R1A act 6, HTR5A ag ctr 10 and MOR-DOR ag -3.9.
For Cc1cc(C)n(C(=O)Cn2nc([N+](=O)[O-])cc2C)n1 the results were V-ATPase pHluor -2, Arrestin-AP2 inh 8, Pemphigus Ab inh 99, DAGLB inh -2, MOR-DOR inv ag 8, PKA-R2B activ 2, HTR5A inv ctr 50, PKA-R1A act -3, HTR5A ag ctr -3 and MOR-DOR ag -1.7.
Screening O=C(CSc1ccc(-c2ccccn2)nn1)NC1CCCC1 returned V-ATPase pHluor -1, Arrestin-AP2 inh -7, Pemphigus Ab inh 81, DAGLB inh -1, MOR-DOR inv ag 8, PKA-R2B activ -4, HTR5A inv ctr -4, PKA-R1A act 4, HTR5A ag ctr 1 and MOR-DOR ag -1.7.
Screening Cc1ccc(OCc2nnc(NC(=O)c3cccnc3)s2)cc1 returned V-ATPase pHluor -7, Arrestin-AP2 inh 4, Pemphigus Ab inh 106, DAGLB inh 2, MOR-DOR inv ag 10, PKA-R2B activ -4, HTR5A inv ctr -19, PKA-R1A act -16, HTR5A ag ctr -4 and MOR-DOR ag -1.9.
For COC(=O)C(Sc1ccc(Cl)cc1)C1SC(=S)N(Cc2ccccc2)C1=O (configuration not stated) the results were V-ATPase pHluor 1, Pemphigus Ab inh 106, DAGLB inh 0, PKA-R2B activ -1 and PKA-R1A act 10.
C1=CCC(/C=N/n2cnnc2)CC1 (configuration not stated) was read as V-ATPase pHluor 6, Arrestin-AP2 inh 9, Pemphigus Ab inh 104, DAGLB inh 3, MOR-DOR inv ag 2, PKA-R2B activ -10, HTR5A inv ctr -6, PKA-R1A act -6, HTR5A ag ctr 9 and MOR-DOR ag -0.3.
Screening O=CNC1(c2ccccc2)CCCCC1 returned V-ATPase pHluor -4, Arrestin-AP2 inh -8, DAGLB inh 1, MOR-DOR inv ag 15, PKA-R2B activ -4, HTR5A inv ctr -1, PKA-R1A act -11, HTR5A ag ctr 0 and MOR-DOR ag -3.1.
COCCn1c(-c2ccc(OC)cc2)c(-c2ccc(OC)cc2)oc1=O was read as V-ATPase pHluor 0, Arrestin-AP2 inh 7, Pemphigus Ab inh 105, DAGLB inh 0, MOR-DOR inv ag 26, PKA-R2B activ 9, HTR5A inv ctr -11, PKA-R1A act -11, HTR5A ag ctr 3 and MOR-DOR ag -5.7.
For C#Cc1cc(N2CCN(C(=O)c3ccoc3)CC2)n2nc(-c3cccc(Cl)c3)cc2n1 the results were V-ATPase pHluor -3, Pemphigus Ab inh 96, DAGLB inh 4, PKA-R2B activ -7 and PKA-R1A act 0.
`Clc1ccccc1Cn1nnc2c(N3CCOCC3)nc(C3CC3)nc21` gave Arrestin-AP2 inh 19, Pemphigus Ab inh 96, DAGLB inh -6, MOR-DOR inv ag 10, PKA-R2B activ 7, HTR5A inv ctr -5, PKA-R1A act -9, HTR5A ag ctr -1 and MOR-DOR ag -1.6.

3 records picked at random from the list so far:
`CCN(CC)S(=O)(=O)c1ccc(S(=O)(=O)N2CCN(C(=O)c3ccco3)CC2)cc1` gave Arrestin-AP2 inh 16, Pemphigus Ab inh 103, DAGLB inh 0, MOR-DOR inv ag 6, PKA-R2B activ 0, HTR5A inv ctr 17, PKA-R1A act -7, HTR5A ag ctr 4 and MOR-DOR ag -1.2.
Screening O=C(CSc1ccc(-c2ccccn2)nn1)NC1CCCC1 returned V-ATPase pHluor -1, Arrestin-AP2 inh -7, Pemphigus Ab inh 81, DAGLB inh -1, MOR-DOR inv ag 8, PKA-R2B activ -4, HTR5A inv ctr -4, PKA-R1A act 4, HTR5A ag ctr 1 and MOR-DOR ag -1.7.
COCCn1c(-c2ccc(OC)cc2)c(-c2ccc(OC)cc2)oc1=O was read as V-ATPase pHluor 0, Arrestin-AP2 inh 7, Pemphigus Ab inh 105, DAGLB inh 0, MOR-DOR inv ag 26, PKA-R2B activ 9, HTR5A inv ctr -11, PKA-R1A act -11, HTR5A ag ctr 3 and MOR-DOR ag -5.7.
